From PubChem
DSG3 Ab inh = inhibitors of pemphigus antibody binding to DSG3, primary screen, biochemical, bead-based, flow cytometry, scFv-GFP; Desmoglein-3 (Homo sapiens), P32926; binding (percent of control), % at 10 µM; DSG3-coupled beads, scFv-anti-DSG3-GFP binding; hits give low values; actives 0.48% (n = 310,000);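 active = binding more than 3 SD below its plate's average and above zero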;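 note: hits lower antibody fragment binding to DSG3; some compounds called inactive have numbers as strong as hits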
AddAB inh = growth inhibition of E. coli expressing H. pylori AddAB, primary screen, AddAB inhibitor project, absorbance; actives 0.29% (n = 330,000); inhibition, % at 11.9 µM; AID 435030, 2010; in the data active = inhibition above about 12%;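 note: 0% = vehicle wells of infected cells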
Ecoli viability = E. coli V3065 growth inhibition, primary screen, counter-screen for AddAB inhibitor project, absorbance, OD600 | actives 0.27% (n = 330,000) | 18 h | AID 449728, 2010 | inhibition, % at 11.9 µM;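 active = inhibition above the campaign's mean inhibition across all tested compounds plus 3 SD, cut at about 9.9% in these data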;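 note: uninfected addAB+ strain grown without phage in ampicillin broth; 0% = DMSO wells and 100% = ciprofloxacin 0.95 µg/ml wells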
phage Ecoli inh = growth loss of phage-infected E. coli, primary screen, RecBCD inhibitor project, absorbance, with phage, HTS; AID 651602, 2012; actives 0.26% (n = 360,000); inhibition, % at 11.9 µM; in the data active = inhibition above about 11%
Arrestin-AP2 inh = inhibitors of beta-arrestin/AP2 binding, primary screen, biochemical, GPCR trafficking, flow cytometry | FITC-arrestin peptide / GST-AP2 beads; AP2 beta2 appendage carries R879A mutation | inhibition, % at 10 µM | actives 0.31% (n = 340,000) | AID 504490, 2011;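 active = inhibition above a set limit, near 3 SD of compounds lacking own fluorescence, cut at about 54% in these data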;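 note: plate controls were DMSO wells for no effect and 5 µM unlabelled arrestin peptide for full effect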
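system = GST-tagged AP2 beta2-adaptin appendage (R879A) on 4 µm glutathione beads | reagent = FITC-labelled arrestin peptide probe, 50 nM final | schedule = compound with beads 12 min RT, then probe 1 h RT | signal = HyperCyt-sampled flow cytometry, FL1 channel, ex 488/em 535 nm | read-out = percent response from loss of bead-bound FITC fluorescence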
MOR-DOR inv ag = inverse agonists of MOR-DOR heterodimerization, primary screen, cell-based, luminescence. actives 0.21% (n = 340,000). inhibition, % at 9.3 µM. Mu-type opioid receptor (Homo sapiens) + Delta-type opioid receptor (Homo sapiens), …. cell-based MOR-DOR heterodimer luminescence, inverse agonism; in the data active = inhibition above about 22%, passing the limit was not always enough;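 note: 0% = cells with DMSO and 100% = wells without cells with DMSO; values of inactives mirror those of a sister screen read the other way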
Target sequence (P35372 whole entry, looked up): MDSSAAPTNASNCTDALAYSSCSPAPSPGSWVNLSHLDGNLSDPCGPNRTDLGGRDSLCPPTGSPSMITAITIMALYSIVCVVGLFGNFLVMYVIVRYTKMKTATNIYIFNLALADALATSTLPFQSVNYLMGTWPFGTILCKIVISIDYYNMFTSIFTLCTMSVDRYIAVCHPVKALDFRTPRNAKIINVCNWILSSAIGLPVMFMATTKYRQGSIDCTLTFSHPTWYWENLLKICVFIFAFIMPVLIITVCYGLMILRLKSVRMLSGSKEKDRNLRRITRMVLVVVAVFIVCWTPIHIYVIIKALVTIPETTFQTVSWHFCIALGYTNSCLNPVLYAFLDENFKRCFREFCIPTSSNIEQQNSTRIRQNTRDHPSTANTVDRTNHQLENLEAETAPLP
Target sequence (P41143 whole entry, looked up): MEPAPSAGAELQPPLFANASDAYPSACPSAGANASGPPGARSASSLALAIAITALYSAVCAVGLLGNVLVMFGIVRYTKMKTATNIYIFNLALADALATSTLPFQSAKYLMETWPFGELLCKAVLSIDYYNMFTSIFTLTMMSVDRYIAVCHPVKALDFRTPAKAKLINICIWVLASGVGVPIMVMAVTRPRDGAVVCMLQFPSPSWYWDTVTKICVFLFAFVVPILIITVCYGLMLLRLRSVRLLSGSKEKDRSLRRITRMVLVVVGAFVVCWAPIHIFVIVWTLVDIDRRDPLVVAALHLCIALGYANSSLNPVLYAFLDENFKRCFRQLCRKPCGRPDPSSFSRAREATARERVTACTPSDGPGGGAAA
Tat transport = E. coli Tat export inhibitors, primary screen, MC4100, TorA-mCherry reporter, fluorescence, single point; actives 0.036% (n = 340,000); inhibition, % at 10 µM;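 active = mean replicate inhibition at least 50% and at least half of replicates individually reaching 50%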;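 note: exported cargo escapes ClpAP degradation while cytoplasmic cargo is degraded and loses fluorescence; 0% = median of neutral control wells and 100% = median of NaSCN control wells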
PKA-R1A act = activators of PKA-R1A holoenzyme, primary screen, biochemical, fluorescence polarization, Cy5-IP20, bovine R1A, mouse PKAc. cAMP-dependent protein kinase type I-alpha regulatory subunit (Bos taurus) + …. PKA-R1A dissociation; scaled: DMSO 0%, 113 µM cGMP 100%. activation, % at 11.4 µM. actives 0.083% (n = 340,000);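 active = percent activation above the mean of all tested compounds plus 3 SD, cut at about 19% in these data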;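 note: higher means more PKAc released from R1A so a rise in polarization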
Mot1-301 SUMO = yeast Mot1-301 growth rescue at high temperature, primary screen, SUMOylation pathway inhibitor project, S. cerevisiae, ATP luminescence, 38.5C | S. cerevisiae Mot1-301 growth rescue; percent above DMSO median, 100 means doubled | growth rescue, % at 18.8 µM | actives 1% (n = 320,000) | AID 2716, 2010;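 active = every valid replicate shows activation above 250% relative to neutral control wells; inactive = the rest, any valid replicate at or below 250%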;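 note: OY570 slx delta 5 strain wells were the positive control but not used for scaling; some compounds called inactive have numbers as strong as hits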
PfHsp90 yeast 2 = growth inhibition of PfHsp90-expressing yeast, primary screen, antimalarial PfHsp90 inhibitor project, S. cerevisiae, BacTiter-Glo luminescence, single point, set 2. inhibition, % at 9.4 µM. actives 0.32% (n = 310,000). AID 504621, 2011. BacTiter-Glo ATP, 48 h; yeast lacking PDR1 and PDR3 efflux regulators;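 active = every replicate shows inhibition above about 80%, whatever the replicate mean, limit read from the data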;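 note: 0% = DMSO neutral controls and 100% = 20 µM radicicol positive controls; yeast relying on Plasmodium falciparum Hsp90 in place of its own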
OPRM1-OPRD1 ag = agonists of OPRM1-OPRD1 heterodimerization, primary screen, cell-based, luminescence; actives 0.3% (n = 340,000); cells; Mu-type opioid receptor (Homo sapiens) + Delta-type opioid receptor (Homo sapiens), …; activation, % at 9.3 µM; AID 504326, 2011; in the data active = activation above about 18%;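 note: 0% = vehicle-treated cells and 100% = reference agonist; values of inactives mirror those of a sister screen read the other way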
Numbers without * were called inactive; . = not tested or not shown. Rows are unselected. About 2.8% of those tested had a hit in this group.

SMILES	DSG3 Ab inh	AddAB inh	Ecoli viability	phage Ecoli inh	Arrestin-AP2 inh	MOR-DOR inv ag	Tat transport	PKA-R1A act	Mot1-301 SUMO	PfHsp90 yeast 2	OPRM1-OPRD1 ag
COc1ccc2[nH]c3c(c2c1)CCN1C(=O)N([C@@H](C)C(=O)NC2CCN(Cc4ccccc4)CC2)C(=O)[C@]31C	103	1.7	0.2	2.6	0	9	-1	-17	-7	-4	-1.7
O=C(/C=C/c1ccco1)NCC1CCCO1 (centres undefined)	103	1.9	-2.7	1.8	-4	11	-1	-11	-15	12	-2.3
O=c1[nH]c2cc3c(cc2cc1C(c1nnnn1Cc1ccccc1)N1CCN2CCCC2C1)OCCO3 (centres undefined)	112	-2.9	-0.4	1.1	11	14	-7	-3	.	-9	-2.5
O=C(NC1CCCc2ccccc21)C1CCN(S(=O)(=O)c2ccccc2)CC1 (centres undefined)	123	-0.3	1.8	0.8	-3	10	-6	-6	1	-2	-1.9
Nc1nc(-c2cccc(Br)c2)cs1	106	-0.5	2.3	6.3	1	-4	1	-3	2	-2	0.8
CCCCNC(=O)c1onc(CSc2ccc(F)cc2)c1C(=O)NCCCC	105	3.1	-1.7	1.0	15	-12	-9	-2	-5	6	2.1
Cc1nccc(-c2sc(-c3cccs3)nc2C)n1	111	1.6	-3.2	0.7	-1	-4	7	-2	16	11	0.7
c1cnc2ccc(C(c3nnnn3C3CCCCC3)N3CCN4CCCC4C3)cc2c1 (centres undefined)	98	-1.9	-1.2	2.0	-5	4	-1	1	-11	11	-0.8
CC(=O)c1cccc(OC(=O)C2=CC=CN3CCS(=O)(=O)N=C23)c1	99	3.3	0.9	-1.2	-34	15	-2	-4	-3	-19	-2.8
Cc1cc([N+](=O)[O-])nn1CC(=O)N/N=C/c1ccccc1Br	.	2.9	1.2	-0.2	-4	7	-1	-7	-3	7	-1.3
Cc1cc(Br)ccc1NC(=O)CNC(=O)c1ccc(-n2cncn2)c([N+](=O)[O-])c1	105	-1.2	0.0	0.2	2	-14	1	8	-2	16	2.1
COc1ccccc1CNC(=O)C1CCC(CNS(=O)(=O)c2ccc(C)cc2)CC1 (centres undefined)	97	0.2	-2.5	0.7	3	14	-4	-2	625*	13	-3.0
CCCN(CC(=O)Nc1ccc(F)c(F)c1F)C(=O)c1ccc2c(=O)n3c(nc2c1)CCC3	100	1.7	1.4	0.5	-7	11	3	-10	58	8	-2.2
O=C(CCCN=C1NS(=O)(=O)c2ccccc21)OCc1ccc(F)cc1	106	2.2	-0.7	2.5	21	-11	4	-9	-16	16	1.7
COC(CNC(=O)c1ccc2c(c1)ncn2C1CCCCCC1)OC	95	3.4	0.5	0.5	-5	2	4	7	11	20	-0.4
CC(=O)N1CCN(S(=O)(=O)c2cccc(C(=O)N(Cc3ccccc3)c3cccc(C)c3)c2)CC1	98	-1.4	-3.0	0.8	3	12	4	5	-4	19	-1.8
Cc1ccc(-c2nnc(SCC(=O)N3CCOCC3)nc2-c2ccc(C)cc2)cc1	77	1.6	0.2	3.8	-3	15	-2	-9	244	-2	-2.7
COC(=O)C1CCN(C2CC(=O)N(c3cc(C)cc(C)c3)C2=O)CC1 (centres undefined)	109	1.7	-0.3	3.0	8	3	3	0	293	105*	-0.7
CC(C)(C)CN1CCN(CCCc2ccccc2)C(CCO)C1 (centres undefined)	101	2.2	-2.3	2.1	1	13	-4	-1	-7	10	-2.7
CC(=O)N[C@@H](Cc1ccc(O)cc1)CN1C(N)=NC[C@@H]1CC(C)C	104	1.6	-1.0	0.9	5	-1	4	5	631	-1	0.2
CCOc1ccc(CCNC(=O)c2cc(S(=O)(=O)N3CCOCC3)ccc2C)cc1OCC	95	-0.5	-1.2	3.7	-4	7	-6	2	-2	.	-1.3
O=C(Nc1ccc(Oc2ccccc2)cc1)C1CCCN(c2ncccn2)C1 (centres undefined)	100	2.6	-0.1	-1.6	-4	-54	-7	-6	15	-1	10
O=C(c1ccc(Cl)c(S(=O)(=O)N2CCCCC2)c1)N1CCCCC1	110	-1.6	-0.2	0.9	-8	8	8	-19	7	11	-2.0
CCN(CC)CCN(C(=O)c1ccc2ccccc2c1)c1nc2ccc(F)cc2s1	104	0.1	0.4	3.2	3	17	5	-19	10	13	-3.1
Cc1cccc(C(=O)N2CCC(=O)N(C(COCc3cccc(C(F)(F)F)c3)Cc3ccccc3)CC2)c1 (centres undefined)	98	0.3	-0.2	-0.3	22	-12	28	-10	191	9	2.2
CN(CCc1ccccn1)S(=O)(=O)c1ccc2c3c(cccc13)C(=O)N2	.	2.9	2.1	0.2	2	2	-9	-2	-1	0	-0.3
COC(=O)Nc1ccc(S(=O)(=O)N2CCC(C)CC2)cc1	94	0.4	-3.7	1.6	5	14	9	11	-10	-27	-2.6
CCn1c(/N=C/c2c[nH]c3ccccc23)nc2ccccc21	100	3.1	-0.2	4.1	3	-5	3	9	10	13	0.9
CN(C(=O)COC(=O)CNC(=O)c1cccs1)c1c(N)n(Cc2ccccc2)c(=O)[nH]c1=O	101	1.6	0.2	3.3	4	10	5	6	5	0	-2.8
CCCCn1c(SCC(=O)c2ccc(O)c(O)c2)nc2ccsc2c1=O	104	15*	9.1	.	.	-11	-1	-8	-16	-31	2.1
O=C(NNC(=O)c1ccc(Oc2ccc(C3SCCS3)cc2)o1)c1ccc(Cl)cc1	104	1.4	1.8	2.1	9	3	-2	9	6	3	-0.6
CCCC(C)c1nnc(NC(=O)CS(=O)(=O)Cc2ccccc2)s1 (centres undefined)	107	0.8	1.0	0.5	-1	-5	-8	12	-13	-3	0.8
Cc1cc(C)c2c(c1)OC(=O)CC2c1ccccc1C (centres undefined)	101	-1.1	0.4	1.7	35	-38	0	-3	.	-30	7.9
CC(=O)c1sc(=S)n(-c2ccc(Cl)cc2)c1C	84	-0.2	0.3	3.2	6	0	-1	-4	-12	.	0.0
O=C(O)Cc1ccc(NC(=S)NCc2ccco2)cc1	107	5.5	1.6	4.8	1	4	-9	1	-4	-15	-0.8
CC(C)CCC(O)(CCC(C)C)C(=O)NN1CCCCC1	129	3.4	0.5	2.7	-16	-1	-3	14	-17	10	0.2
CC12CCC(C(=O)NCc3ccc4c(c3)OCO4)(OC1=O)C2(C)C (centres undefined)	105	3.2	-2.1	2.1	12	12	-2	-3	0	13	-3.0
COc1cccc(NC(=O)c2ccc(NCCCN3CC(C)CC(C)C3)c([N+](=O)[O-])c2)c1 (centres undefined)	99	.	.	3.1	-6	12	-8	9	.	-19	-2.5
CC(C)c1ccc(NC(=O)Cn2ncc3ccccc32)cc1	113	.	.	4.2	32	8	-4	1	0	16	-1.7
Cc1cc(C)c2cc(C#N)c(SCC(=O)NCc3ccco3)nc2c1	98	0.7	0.1	2.1	5	17	3	1	-7	-11	-3.0
COc1ccc2cc(CN(CC3CCCO3)C(=S)Nc3ccccc3)c(=O)[nH]c2c1 (centres undefined)	104	2.6	2.7	3.6	10	5	2	-12	16	-8	-0.9
CC(NC(=O)COC(=O)c1cccs1)c1ccccc1 (centres undefined)	.	2.7	0.7	1.8	-4	-5	1	-1	0	-4	0.9
Cc1ccc(C)c(N(C)C(=O)c2cc3c(=O)[nH]c4ccc(C)cc4c3s2)c1	95	-0.7	1.1	-4.8	-14	-27	-3	8	5	3	5.2
Cc1cc(NC(=O)c2noc3c2CCc2ccccc2-3)no1	104	1.5	0.9	1.0	24	-3	1	1	9	-7	0.6
CC1CN(C(=O)CSc2nnc(NC(=O)NC(C)(C)C)s2)CC(C)O1 (centres undefined)	99	-0.2	1.4	0.8	-10	4	-2	-16	-7	.	-0.6
CC(=O)Nc1cccc(OCC(=O)Nc2sccc2C(N)=O)c1	99	1.7	1.9	-1.2	4	-1	5	-3	5	1	0.2
C=C(C)CC(Nc1ccc(OC)cc1)c1ccco1 (centres undefined)	98	-1.4	-1.5	2.4	-6	16	-11	3	-1	-16	-3.1
Cc1cc(C(=O)NCC(C)C)c2ccccc2n1	95	1.4	1.8	1.4	11	9	4	1	116	1	-1.6
CCOC(=O)N1CCN(S(=O)(=O)c2ccc(C(=O)NNc3nc4cc(C)cc(C)c4s3)cc2)CC1	95	3.2	5.0	.	25	-11	-6	-2	-2	-21	1.8
Cc1ccc(NC(=O)C(=O)NCCCN2CC(C(=O)O)CC2=O)cc1 (centres undefined)	102	-0.5	-1.1	3.3	12	-1	12	-10	-18	-20	0.2
CC(C)c1ccc(N2CCN(C(=O)c3ccccc3NC(=O)/C=C\C(=O)O)CC2)cc1	113	2.0	-0.9	0.0	-4	15	1	6	-12	38	-3.5
O=C(NCc1ccccn1)Nc1ccc(Cl)cc1	100	1.5	-3.4	1.1	7	11	6	-2	-3	6	-2.1
COc1ccc2cc(C(=O)C3CCCN(C(=O)c4csnn4)C3)ccc2c1 (centres undefined)	109	2.0	3.7	1.9	-8	-10	-5	-7	14	-5	2.1
O=C(CN(CC1CCCO1)C(=O)CNS(=O)(=O)c1ccccc1)NCc1ccco1 (centres undefined)	106	-1.2	-0.2	1.6	4	2	7	-1	.	-11	-0.4
N#C/C(=C\c1cc(Br)ccc1F)C(=O)NC1CC1	104	0.6	1.3	2.3	-10	10	10	-16	-27	-9	-2.0
c1ccc(CSc2ccc3nnc(-c4ccccn4)n3n2)cc1	75	-1.3	1.9	2.8	15	17	-10	4	-15	20	-3.7
CNC(=S)N(CCc1c(C)[nH]c2ccccc12)Cc1cc(OC)c(OC)c(OC)c1	104	-0.8	0.9	-0.7	13	10	-6	-4	9	-9	-1.7
N#C/C(C(=O)NCc1ccco1)=C1/SC(Cc2ccc(F)cc2)C(=O)N1c1ccccc1 (centres undefined)	100	4.1	0.1	-2.5	13	10	-4	-4	6	.	-2.1
